Cardiac RTF inh = cardiac RTF calcium desensitization; P19429+P45379; IANBD-labeled cardiac RTF, Ca2+ fluorescence; inhibition, % at 7.15 µM; 340,000 tested, 0.12% active; AID 493244;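 active = inhibition above the mean inhibition of all tested compounds plus 3 SD, cut at about 17% in these data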;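 also: assay run at fixed EC70 calcium of 1.6 mM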
Arr AP2 block = human beta-arrestin and AP2 interaction inhibition. 340,000 tested, 0.31% active. inhibition, % at 10 µM. FITC-arrestin peptide / GST-AP2 beads, flow cytometry; AP2 beta2 appendage carries R879A mutation;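 active = inhibition above a set limit, near 3 SD of compounds lacking own fluorescence, cut at about 54% in these data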;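 also: plate controls were DMSO wells for no effect and 5 µM unlabelled arrestin peptide for full effect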
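system = GST-tagged AP2 beta2-adaptin appendage (R879A) on 4 µm glutathione beads | reagent = FITC-labelled arrestin peptide probe, 50 nM final | schedule = compound with beads 12 min RT, then probe 1 h RT | signal = HyperCyt-sampled flow cytometry, FL1 channel, ex 488/em 535 nm | read-out = percent response from loss of bead-bound FITC fluorescence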
NSD2 HMT inh = inhibitors of human histone methyltransferase NSD2. 310,000 tested, 0.54% active. inhibition, % at 12.5 µM. NSD2 peptide methylation, AlphaScreen, 120 min. AID 743445; in the data active = inhibition above about 50%
SR-BI DiI inh = mouse SR-BI HDL lipid transfer inhibition. ldlA[mSR-BI] CHO cells, DiI-HDL uptake fluorescence, 3 h. AID 488896. 320,000 tested, 0.96% active. inhibition, % at 12.5 µM. Q61009;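 active = mean replicate inhibition of at least 70% and a set share of replicates each scoring 70 or more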;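 also: 0% = median of neutral control wells and 100% = median of positive control wells; values of inactives mirror those of a sister screen read the other way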
Target sequence (Q61009 whole entry, looked up): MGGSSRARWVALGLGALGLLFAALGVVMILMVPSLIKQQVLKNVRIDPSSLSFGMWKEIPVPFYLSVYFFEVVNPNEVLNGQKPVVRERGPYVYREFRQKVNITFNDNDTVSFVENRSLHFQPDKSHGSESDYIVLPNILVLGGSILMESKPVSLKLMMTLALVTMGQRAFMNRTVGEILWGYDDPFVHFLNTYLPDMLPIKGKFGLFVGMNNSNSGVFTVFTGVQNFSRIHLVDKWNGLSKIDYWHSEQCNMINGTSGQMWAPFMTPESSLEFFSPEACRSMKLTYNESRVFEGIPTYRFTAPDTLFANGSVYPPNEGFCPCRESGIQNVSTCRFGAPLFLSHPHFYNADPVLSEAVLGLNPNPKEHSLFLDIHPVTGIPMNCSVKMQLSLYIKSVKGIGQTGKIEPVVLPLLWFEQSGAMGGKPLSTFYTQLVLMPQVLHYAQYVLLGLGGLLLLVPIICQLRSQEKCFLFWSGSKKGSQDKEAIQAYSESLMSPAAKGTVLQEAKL
SR-BI DiI-HDL act = SR-BI HDL lipid transfer activation; CHO ldlA[mSR-BI] cells, DiI-HDL uptake fluorescence, 3 h; 100 = double the neutral-control signal; activation, % at 12.5 µM; AID 504775; 320,000 tested, 0.096% active;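 active = mean replicate activation of at least 60% and every replicate at or above 60%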;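 also: 0% = median plate neutral-control signal and 100% = twice that signal; values of inactives mirror those of a sister screen read the other way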
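Test system: SR-BI-overexpressing, LDLR-lacking CHO cells; Also added: labelled HDL, 10 µg/mL; Measured by: bottom-read cell fluorescence after medium removal, ex 550/em 595 nm; Timing: 3 h uptake period with compound, 37 °C; Buffer or medium: F12, 0.5% BSA, 25 mM HEPES; Doses: single compound concentration, delivered by pin transfer.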
LANA DNA inh = KSHV C-LANA DNA binding inhibition; AID 504423; 340,000 tested, 0.078% active; MBP-C-LANA/FAM-LBS DNA binding, fluorescence polarization; inhibition, % at 9 µM;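 active = highest replicate inhibition at or above 60% at 9 µM, even if other replicates fall short; inactive = all replicates below 60% inhibition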;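 also: 0% = neutral control wells and 100% = 4 µM acridine orange control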
Keap1-Nrf2 PPI = inhibitors of human Keap1-Nrf2 protein-protein interaction; inhibition, % at 9.4 µM; Keap1 Kelch-Nrf2 peptide fluorescence polarization, 1536-well; 340,000 tested, 0.15% active; Q14145; AID 504523; in the data active = inhibition above about 12%;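 also: human Keap1 Kelch domain with fluorescein labeled Nrf2 9mer peptide probe; 0% = neutral control wells and 100% = peptide positive control; higher means more block of Keap1 binding to Nrf2 peptide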
PvdQ acylase = blocks Pseudomonas aeruginosa PvdQ acylase activity; inhibition, % at 10 µM; purified PvdQ acylase, fluorescence plate reader; AID 488965; 340,000 tested, 0.063% active; in the data active = inhibition above about 30%, passing the limit was not always enough;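 also: 0% = vehicle neutral wells and 100% = reference inhibitor wells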
PKA-R2B act = activates the human PKA-R2B holoenzyme complex; PKA-R2B holoenzyme dissociation, Cy5-IP20 fluorescence polarization; R2B truncated from residue 108, S112A mutant; 0% DMSO only, 100% 113 µM cGMP; P22694+P31323; 340,000 tested, 0.079% active; activation, % at 11.4 µM;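 active = activation above a cutoff set at the mean over all compounds plus 3 SD, cut at about 18% in these data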;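 also: higher means more holoenzyme dissociation and a rise in polarization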
Target sequence (P31323 whole entry, looked up, other chains not shown, the tested form may be a part): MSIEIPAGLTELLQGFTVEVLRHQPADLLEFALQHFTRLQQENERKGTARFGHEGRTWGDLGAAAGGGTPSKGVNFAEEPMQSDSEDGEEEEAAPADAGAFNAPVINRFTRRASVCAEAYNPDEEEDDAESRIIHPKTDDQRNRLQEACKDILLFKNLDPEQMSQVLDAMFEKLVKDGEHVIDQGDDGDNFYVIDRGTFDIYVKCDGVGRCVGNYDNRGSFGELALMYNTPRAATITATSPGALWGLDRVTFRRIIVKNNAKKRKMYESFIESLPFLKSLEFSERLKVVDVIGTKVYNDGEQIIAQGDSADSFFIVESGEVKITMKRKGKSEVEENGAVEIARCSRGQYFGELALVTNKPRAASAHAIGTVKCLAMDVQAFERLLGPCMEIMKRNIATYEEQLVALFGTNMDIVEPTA
DAGLB inhibitor = diacylglycerol lipase beta (human) inhibition; 340,000 tested, 0.059% active; inhibition, % at 5.17 µM; HEK293T DAGLB membrane lysate, EnzChek fluorogenic substrate; in the data active = inhibition above about 34%;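 also: 0% = enzyme with vehicle and 100% = wells lacking enzyme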
An asterisk follows results filed as active; nt = no result given; & = joins results of further samples.

structure,Cardiac RTF inh,Arr AP2 block,NSD2 HMT inh,SR-BI DiI inh,SR-BI DiI-HDL act,LANA DNA inh,Keap1-Nrf2 PPI,PvdQ acylase,PKA-R2B act,DAGLB inhibitor
CC1CC(C)CC(C)C(O)C(C#N)=CC=CCC(C2CCCC2C(=O)O)OC(=O)CC(O)C(C)C1 (stereo unspecified),-10,-14,1,8,-8,-1.0,-4,-10,-7,-1
O=C1Nc2ccc(Br)cc2C(c2ccccc2)=NC1O (stereo unspecified),3,4,-1,-10,10,-0.9,-5,6,-12,0
Cc1cc(OCC(=O)N2CCC(C(=O)NCC(C)C)CC2)c2c3c(c(=O)oc2c1)CCCC3,-2,-9,3,-17,17,-0.3,-2,-16,-2,-4
COc1ccc(C=C2C(=O)NC(=S)NC2=O)cc1,-11,49,1,-10,10,-0.7,0,0,6,0
CC(C)COP(=O)(OCC(C)C)C(O)c1cccnc1 (stereo unspecified),-16,5,-2,-19,19,1.1,-12,8,-1,1
Cc1ccc(C2N(c3cc(C)on3)C(=O)C3CCCN32)cc1 (stereo unspecified),-1,22,nt,-1,1,-1.3,3,-2,-1,3
Cc1ccc2c(c1)C(c1ccccc1)NCC(=O)N2 (stereo unspecified),-8,1,-2,-21,21,-1.9,-6,-14,-2,-1
CC(=O)OC1CCC2(/C=N/O)C(=CCC3C4CCC(=O)C4(C)CCC32)C1 (stereo unspecified),-6,-2,2,-9,9,0.8,-2,-21,-7,-2
CC(=O)Nc1cc(C(=O)N2CCC3(CC2)OCCO3)ccc1S(=O)(=O)c1ccc(Cl)cc1,-2,21,-4,-6,6,1.7,-2,3,-4,-2
COCCNC(=O)Cn1cc(C=C2C(=O)NC(=O)NC2=O)c2ccccc21,-10,14,-1,7,-7,-0.4,3,12,-1,-2
O=C1N=c2ccccc2=C/C1=C\c1c(O)[nH]c(=S)[nH]c1=O,-6,0,8,-8,8,2.0,-7,-9,0,0
COc1ccccc1CNC(=O)CCC(=O)N1C[C@H]2C[C@@H](C1)c1cccc(=O)n1C2,0,1,nt,-17,17,0.6,-1,-10,-2,6
S=P(Nn1cnnc1)(c1ccccc1)c1ccccc1,7,-3,1,-31,31,0.9,2,-4,-5,-3
CC(=O)C1C2c3ccccc3O[C@@]1(C)N=c1s/c(=C/c3ccoc3)c(=O)n12 (stereo partly specified),11,15,0,-8,8,0.4,-5,18,-3,1
O=P(Nc1cccc(F)c1)(Oc1ccccc1F)Oc1ccccc1F,-2,-1,-2,0,0,0.1,-4,-18,-5,-1
CCN(CC)C(=O)c1ccc(NC(=O)COC(=O)c2ccc(Cl)s2)cc1,-3,-10,-1,5,-5,-1.3,0,-16,-10,0
CCOc1cccc(C2NCc3ccccc3-n3cccc32)c1O (stereo unspecified),-8,20,10,10,-10,-0.3,1,27,0,-6
Cc1cccc(N2C(=O)/C(=C/N3CCN(C(=O)c4ccco4)CC3)C(=O)NC2=S)c1,-14,14,1,-20,20,-3.4,-14,-5,-1,0
CCCCCCn1c(=O)c(C(=O)Nc2nc(CC(=O)OCC)cs2)c(O)c2ccccc21,-3,17,-3,-15,15,1.4,3,3,4,-1
CCC1CN2CCc3cc(OC)c(OC)cc3C2CC1CC1NCCc2c1[nH]c1ccc(O)cc21 (stereo unspecified),2,-25,13,16,-16,0.3,-1,-23,-4,0
CN1C(=O)N(C)C(=O)C(CCc2ccncc2)(CCc2ccncc2)C1=O,-8,-30,3,-33,33,3.1,-1,-12,-6,1
COC(=O)C1(C(=O)O)Cc2cc([N+](=O)[O-])ccc2N2CCCC21 (stereo unspecified),-6,34,6,6,-6,-2.5,-2,6,-5,2
CCCCCCn1c(O)c(/C=N/N2CCCCCC2)c(=O)[nH]c1=O,-2,11,-1,-151,151*,-0.2,-5,-3,2,2
Cc1ccc2c(c1)C1CN(C)CCC1N2C(=O)c1cn(-c2ccccc2)nc1-c1ccccc1 (stereo unspecified),-1,14,2,-34,34,0.4,-4,0,1,-1
COc1cc(OC)cc(-n2nc(C(=O)N3CCC4(CC3)OCCO4)c3ccccc3c2=O)c1,4,24,nt,-10,10,0.5,2,3,-8,-3
COC(=O)C1=C(c2ccc(OC(F)(F)F)cc2)C[C@@H]2CC[C@H]1N2C(=O)NC(C)C,8,-8,nt,-7,7,-0.3,1,-18,-8,0
CC1=NCCc2c1[nH]c1cc(O)ccc21,-432,34,nt,7,-7,168*,102*,10,5,-55
O=C(NC1CC1)C1CSC(c2cccnc2)=N1 (stereo unspecified),4,-4,-1,-33,33,-0.3,-3,-4,7,0
Cc1cccc(-n2c(O)c(/C=N/N3CCOCC3)c(=O)[nH]c2=S)c1,0,-7,-2,-31,31,0.1,-1,-14,4,-1
O=[N+]([O-])c1ccc(NCCO)c2ncccc12,2,8,4,-4,4,-3.0,-6,-5,2,3
CN(C)C(=O)Oc1ccc(OCc2n(C)c3ccccc3[n+]2C)cc1,-1,3,-2,-26,26,-0.4,5,-4,-1,-6
COC(=O)C1=C(c2cccc(C#N)c2)C[C@@H]2CC[C@H]1N2C(=O)NCC1CC1,-3,2,nt,4,-4,0.7,0,9,-4,-4
O=C(NCCN1CCOCC1)c1ccc(Cl)nc1Cl,-7,23,-3,-5,5,-0.6,-3,-17,0,-2
O=C1CCC[C@@H]2C[C@@]3(C[C@@H]4CCN1[C@H]24)Nc1cc(Cl)ccc1NC3=NCc1ccccc1,-5,2,nt,26,-26,1.6,-1,-13,1,4
O=c1[nH]c(=O)n(Cc2ccccc2)c(O)c1C=NCCCO,-10,3,-1,-14,14,-3.3,-12,-7,-8,-4
Cc1cccc(CNCCc2ccccc2)n1,-6,-1,-3,2,-2,-1.0,-1,-2,-12,0
C=CCn1c(O)c(/C(C)=N/N2CCN(C)CC2)c(=O)[nH]c1=O,6,14,2,-11,11,0.8,-1,9,-1,0
CCCCn1c(O)c(C(=O)/C=C/c2c[nH]c3ccccc23)c(=O)[nH]c1=O,-28,1,1,nt,nt,0.2,-8,-12,-11,-13
Cc1ccc(NP(=O)(Oc2ccccc2F)Oc2ccccc2F)cc1,-3,-1,-3,-9,9,-0.8,-1,-19,-7,-3
O=C1NC(=O)C(=Cc2ccc(-c3ccc(F)cc3O)o2)C(=O)N1,-16,19,nt,-22,22,0.0,-8,8,-10,3
CC(C)Oc1ccc(C2(C#N)CC[N+](C)(C)CC2)cc1,-1,-1,-2,1,-1,-0.1,5,-8,-11,-1
O=c1c2ccccc2nc(-c2ccccc2)n1-c1cccc(O)c1,-10,-6,1,-6,6,1.3,-3,-23,-9,1
CCC(=O)OC1(c2ccccc2)CCN(C)CC1C (stereo unspecified),nt,12,1,-31,31,-0.8,-1,-13,nt,nt
Cc1cc(/C=C2\C(=O)NC(=O)N(c3ccc(Br)cc3)C2=O)c(C)n1-c1cc(C(=O)O)cc(C(=O)O)c1,3,4,18,-3,3,15,-7,-3,-8,4
O=C1NC(=O)N(c2ccc3c(c2)OCO3)C(=O)/C1=C\c1ccc(N2CCCCC2)o1,-88,18,10,-4,4,-38,-58,-7,3,-7
Cn1c(C(=O)O)c(CC(=O)N2CCN(Cc3ccccc3)CC2)c2ccccc21,6,7,-5,-21,21,0.9,1,-8,1,0
O=C(Nc1cccnc1)c1c(O)c2c(n(Cc3ccccc3)c1=O)CCCC2,-18,4,6,20,-20,2.4,2,1,-6,-1
COc1ccc(C2CC(c3c(O)n(CCc4ccccc4)c(=O)[nH]c3=O)=NN2)cc1OC (stereo unspecified),-7,-5,3,-13,13,-1.4,0,-15,-2,3
CCCNC(=O)N1[C@H]2CC[C@@H]1C(C(=O)OC)=C(c1cccc(Cl)c1)C2,-22,1,nt,-8,8,-0.1,2,-10,-6,2
Cc1cc(N=Nc2ccccc2C)ccc1N,-3,-9,nt,20,-20,-2.5,-3,12,-17,21

Individual results from above:
Under PKA-R2B act, O=c1c2ccccc2nc(-c2ccccc2)n1-c1cccc(O)c1 shows -9
Under Arr AP2 block, Cc1cccc(CNCCc2ccccc2)n1 shows -1

Next results.
structure,Cardiac RTF inh,Arr AP2 block,NSD2 HMT inh,SR-BI DiI inh,SR-BI DiI-HDL act,LANA DNA inh,Keap1-Nrf2 PPI,PvdQ acylase,PKA-R2B act,DAGLB inhibitor
CC(N)C(=O)OC(C)(C)Cc1ccc(Cl)cc1 (stereo unspecified),4,0,nt,16,-16,-3.2,-2,3,9,0
COC(=O)C1C(OC(=O)c2ccccc2)CC2CCC1N2C (stereo unspecified),-6&0,0&10,nt,-4&4,4&-4,0.2&-0.6,-4&-5,4&0,3&7,-4&-2
CC(Cc1cnccn1)NCc1c(C(=O)N2CCCCCCC2)nc2ccc(Cl)cn12 (stereo unspecified),1,-14,-1,8,-8,2.1,-2,-14,1,2
Cc1cccc(NP(=O)(Oc2ccccc2)Oc2ccccc2)c1C,-4,-3,-6,76*,-76,0.6,-3,-26,3,-4
Cc1ccccc1N1C(=O)CC(=O)NC1=O,-3,-8,8,5,-5,0.3,-1,-14,6,1
C=C1[C@@H](OC(C)=O)[C@]23C[C@@H]1[C@@H](OC(C)=O)CC2[C@]12C4C[C@H]3[C@H]1N(CC)C[C@]4(C)CC[C@@H]2O (stereo partly specified),1,-6,nt,-39,39,-0.3,-2,-11,-7,-1
CCn1cc(C(=O)N2CCCCC2)c2ccccc21,-8,-5,-1,3,-3,0.9,-1,-13,3,-1
O=C(CN1CCCCC1)c1ccc(F)cc1,-3,-2,1,nt,nt,-1.5,3,-10,1,2
Cc1ccc2nc(-c3ccncc3)cc(C(=O)N3CCC4(CC3)OCCO4)c2c1,-1,14,-1,22,-22,-1.7,1,6,3,-2
CCN(CC)c1ccc(CNCCc2ccc(F)cc2)cc1,-1,45,32,nt,nt,-0.2,3,20,-7,-1
COCCn1c(O)c(/C=N/NC(=O)CSC(=S)N2CCCC2)c(=O)[nH]c1=S,1,3,0,-16,16,-5.2,-10,-12,-10,-1
Cn1ccnc1P(=S)(c1nccn1C)c1nccn1C,-5,3,-6,-5,5,2.0,-1,10,5,-6
COc1ccc(N2C(=O)/C(=C/c3ccco3)C(=O)NC2=S)cc1,4,7,nt,-11,11,42,-1,-5,-7,7
O=C(c1ccc2c(c1)OCO2)C1CCCN(Cc2ccccn2)C1 (stereo unspecified),-1,1,-344,-1,1,0.3,-7,-13,1,0

Only part of the results is shown; the hit share may differ from the screen's.
